FBW7 act: FBW7 E3 ligase activators, primary screen, biochemical, AlphaScreen, human; 0.13% of 650,000 active; AlphaScreen FBW7–phospho-cyclin E peptide binding, activator screen; F-box/WD repeat-containing protein 7 (Homo sapiens), Q969H0; normalized activity (activation), % at 26.1 µM; in the data active means normalized activity above about 1.9%;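 further: purified mutant Fbw7 with reduced substrate affinity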
TEAD-YAP block: TEAD-YAP interaction inhibition, primary screen, TEAD-YAP interaction inhibitor project, luminescence, HEK-TIYL cells; TEAD-Gal4/YAP UAS-luciferase luminescence; inhibition, % at 9.12 µM; 1.4% of 640,000 active; in the data active means inhibition above about 32%;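 further: 0% = median of test compound wells and 100% = reference inhibitor wells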
MITF inh: MITF inhibitors, primary screen, biochemical, AlphaScreen, human; AlphaScreen MITF homodimerization, bead proximity signal; inhibition, % at 2.6 µM; 0.91% of 650,000 active; AID 1259374, 2018; in the data active means inhibition above about 50%;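 further: 0% = vehicle wells with protein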
Target sequence (O75030 whole entry, looked up): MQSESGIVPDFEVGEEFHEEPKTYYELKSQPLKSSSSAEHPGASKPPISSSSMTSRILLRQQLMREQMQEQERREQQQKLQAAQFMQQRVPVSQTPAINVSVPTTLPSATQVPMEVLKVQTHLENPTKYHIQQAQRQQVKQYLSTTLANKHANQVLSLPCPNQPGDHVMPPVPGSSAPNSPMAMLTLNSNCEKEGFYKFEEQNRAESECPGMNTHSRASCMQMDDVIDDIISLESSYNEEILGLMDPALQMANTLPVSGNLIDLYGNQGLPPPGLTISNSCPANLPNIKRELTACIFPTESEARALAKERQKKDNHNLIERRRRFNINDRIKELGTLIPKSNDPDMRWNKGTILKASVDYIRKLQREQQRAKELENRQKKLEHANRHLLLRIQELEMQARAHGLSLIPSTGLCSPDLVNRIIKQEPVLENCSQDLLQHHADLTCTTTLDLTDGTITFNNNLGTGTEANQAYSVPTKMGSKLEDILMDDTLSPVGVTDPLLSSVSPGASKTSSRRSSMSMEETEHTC
GPR151 ag: activators of human GPR151, primary screen, cell-based, PathHunter beta-arrestin, luminescence | PathHunter beta-arrestin GPR151 cells | AID 1508602, 2020 | G-protein coupled receptor 151 (Homo sapiens), Q8TDV0 | 1% of 650,000 active | activation, % at 11.2 µM; in the data active means activation above about 4.9%;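 further: 0% = median of compound wells and 100% = cells with positive control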
Target sequence (Q8TDV0 whole entry, looked up): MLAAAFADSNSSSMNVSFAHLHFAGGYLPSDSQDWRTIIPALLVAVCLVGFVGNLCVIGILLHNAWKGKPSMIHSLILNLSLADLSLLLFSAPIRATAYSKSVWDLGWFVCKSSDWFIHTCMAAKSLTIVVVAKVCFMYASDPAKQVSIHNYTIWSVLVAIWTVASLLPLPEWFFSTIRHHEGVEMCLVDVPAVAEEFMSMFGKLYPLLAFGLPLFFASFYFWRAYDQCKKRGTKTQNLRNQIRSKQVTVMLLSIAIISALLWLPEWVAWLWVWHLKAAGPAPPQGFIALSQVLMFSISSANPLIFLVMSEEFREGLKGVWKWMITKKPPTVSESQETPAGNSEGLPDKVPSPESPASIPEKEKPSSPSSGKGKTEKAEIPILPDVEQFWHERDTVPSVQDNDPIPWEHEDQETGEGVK
An asterisk follows results filed as active.

#	smiles	FBW7 act	TEAD-YAP block
1	Cc1ccc(Cl)cc1N(CC(=O)Nc1cccc(Cl)c1C)S(C)(=O)=O	-0.1	-13
2	CC(C)/C=C1\CCCCC1N(C)C(=O)NC(C)C (configuration not stated)	0.1	9
3	CC1=C(C(=O)OC(C)C)C(c2ccc(Cl)cc2)NC(=O)N1 (configuration not stated)	-0.1	-4
4	O=C(Nc1nc2c(s1)C(=O)CC(C(=O)N1CCc3ccccc3C1)C2)c1ccncc1 (configuration not stated)	0.0	-25
5	O=C(O)c1ccc(NCc2cccnc2)c(N2C(=O)C3CC=CCC3C2=O)c1 (configuration not stated)	-0.3	-8
6	Cc1nn(C(C)C)c(C)c1[C@@H]1C[C@H]2CN(C3CCCC3)C(=O)[C@]23CCCN13	0.1	-7
7	CCc1ccccc1NC(=O)c1ccc(F)c(S(=O)(=O)N2CCN(c3cccc(Cl)c3)CC2)c1	-0.1	5
8	CCn1c(=O)cc(SCC(=O)NCCN(C)C2CCCCC2)c2ccccc21	0.0	0
9	O=C(CN1Cc2ccccc2OC(c2ccsc2)C1)NCC1COc2ccccc2O1 (configuration not stated)	0.0	4
10	CCC1CN(CCNC(=O)Cc2ccc(F)c(F)c2)Cc2cc(OC)ccc2O1 (configuration not stated)	0.0	-1

#	MITF inh	GPR151 ag
1	-11	-0.5
2	3	2.9
3	3	-0.7
4	-8	-0.3
5	6	1.6
6	10	-0.2
7	9	-1.1
8	-2	-0.6
9	12	1.8
10	10	0.6

Next section.
#	smiles	FBW7 act	TEAD-YAP block
11	O=c1c(Cl)c(NCc2ccc(F)cc2)cnn1C12CC3CC(CC(C3)C1)C2	0.9	14
12	Cc1cc(NS(=O)(=O)C(C)C)ccc1N1CCCCC1=O	0.1	1
13	NC(=O)C1CCN(C(c2ccccc2)c2nnnn2C2CCCC2)CC1 (configuration not stated)	-0.3	-8
14	CC(C)(C)n1nnnc1CN1CCN(Cc2ccncc2)CC1	-0.2	1
15	COc1ccc(NC(=O)C2CC23CCN(Cc2ccc4c(c2)OCCO4)CC3)cc1Cl (configuration not stated)	0.0	8
16	CC(C)(CN1CCN(C(c2ccccc2)c2ccccc2)CC1)NS(=O)(=O)c1ccc(Cl)cc1	-0.1	0
17	O=C(CSc1nc(-c2ccccc2)c(-c2ccccc2)[nH]1)N1CCOCC1	0.0	3
18	COC(=O)C1CSc2[nH]c(=O)sc2C1c1ccc(OC)c(OC)c1 (configuration not stated)	0.0	-8
19	Cc1cccc(C)c1NC(=O)C(=O)N/N=C/c1c(F)cccc1Cl	0.0	3
20	CC1CCCC(NC(=O)CCCn2ncn3c(cc4occc43)c2=O)C1C (configuration not stated)	-0.1	7

#	MITF inh	GPR151 ag
11	2	0.3
12	4	1.5
13	-13	1.4
14	2	-1.2
15	-4	0.5
16	0	-0.2
17	-3	1.2
18	5	0.9
19	11	1.8
20	7	-0.4

(continued)
#	smiles	FBW7 act	TEAD-YAP block
21	O=C1CCCN1CCCNc1nc(NCc2cccnc2)nc2c1ncn2-c1ccsc1	-0.3	8
22	CC(=O)Nc1ccc(S(=O)(=O)N2CCN(C(=O)c3ccccc3F)CC2)cc1	0.0	3
23	CCCCNC(=O)c1ccccc1NS(=O)(=O)c1ccc(F)cc1	0.1	0
24	CC(=O)C1C(c2cccc(F)c2)NC(=O)NC1(O)C(F)(F)F (configuration not stated)	0.6	14
25	Cc1ccc(C23CC4CC(CC(C(=O)N5CCN(C)CC5)(C4)C2)C3)cc1	0.0	4
26	O=C(Cc1ccccc1[N+](=O)[O-])Nc1ccc(Cl)cc1Cl	0.1	-8
27	O=C1NC(=O)N(c2ccc(Cl)cc2)C(=O)/C1=C/c1cc(Br)ccc1O	0.5	11
28	Clc1ccccc1CSc1nnnn1-c1ccccc1	0.2	-12
29	CCN1C(=O)C(C(=O)NC(C)c2ccc(OC)cc2)C2CC1(C)Oc1ccccc12 (configuration not stated)	0.0	-56
30	CCOc1ccc(CCNC(=O)CSc2nc(C)cc(COC)c2C#N)cc1OCC	0.0	16

#	MITF inh	GPR151 ag
21	-7	-0.5
22	-5	-0.3
23	-7	1.1
24	8	0.6
25	2	2.0
26	0	-1.4
27	7	-2.3
28	9	-0.9
29	1	-0.4
30	-4	-1.0

Compound profiles (already shown):
O=C1NC(=O)N(c2ccc(Cl)cc2)C(=O)/C1=C/c1cc(Br)ccc1O across the screens: FBW7 act = 0.5; TEAD-YAP block = 11; MITF inh = 7; GPR151 ag = -2.3
O=C1CCCN1CCCNc1nc(NCc2cccnc2)nc2c1ncn2-c1ccsc1 across the screens: FBW7 act = -0.3; TEAD-YAP block = 8; MITF inh = -7; GPR151 ag = -0.5

Next records:
#	smiles	FBW7 act	TEAD-YAP block
31	CC1(O)N(CCC#N)C(=O)OC12CCCCC2 (configuration not stated)	0.5	4
32	O=C(COc1ccc(C(=O)NC2CCCCC2)cc1)Nc1ccccc1F	0.6	3
33	Cn1c(NC(=O)c2ccc(Cl)c(Cl)c2)nc2ccccc21	0.2	-20
34	COc1ccc(S(=O)(=O)Nc2ccc(Br)cc2F)cc1C	-0.2	0
35	Cc1occc1C(=O)N/N=C\c1ccc(N(C)C)cc1	-0.2	6
36	CC(=O)Nc1nc(-c2ccc(C)cc2)cs1	-0.1	-31
37	O=C1c2ccccc2C(=O)N1c1cccc(-c2nc3ccccc3c(=O)o2)c1	-0.1	8
38	COC(=O)c1nc(NC(=S)NC(=O)c2ccco2)sc1C	-0.1	-1
39	Cc1ccc(OCCCCNCCO)c(C)c1	0.0	0
40	CCCC(C(=O)O)N1C(=O)/C(=C/C=C/c2ccco2)SC1=S (configuration not stated)	-1.6	0

#	MITF inh	GPR151 ag
31	1	0.0
32	23	-0.3
33	22	0.2
34	-14	0.1
35	-2	-7.9
36	5	-1.0
37	0	2.2
38	0	2.0
39	17	1.6
40	64*	-2.8

Other records:
#	smiles	FBW7 act	TEAD-YAP block
41	O=C(COc1ccccc1[N+](=O)[O-])N/N=C/c1ccc(O)c(I)c1	0.3	2
42	O=C(N/N=C/c1ccc(F)cc1)c1cc(Cl)cc(Cl)c1O	0.2	9
43	CCCCCOc1ccc(N2C(=O)/C(=C/c3ccc(Br)cc3)N=C2c2ccc(OCCCC)cc2)cc1	-0.1	10
44	Cc1nnc2c(Nc3ccc(F)cc3)nc3ccccc3n12	0.0	-1
45	COC(=O)C1=C(C)NC2=C(C(=O)CC(c3ccccc3Cl)C2)C1c1ccc(N(C)C)cc1 (configuration not stated)	-0.2	-3
46	O=C(c1ccc2c(c1)OCO2)N1CCN=C1SCc1ccc(F)cc1	0.6	6
47	Cc1ccc(C(=O)N/C(=C/c2ccco2)C(=O)Nc2ccc(Cl)cc2)cc1	-0.1	-6
48	COc1ccc2c(c1)CC(c1nc3c(OCCCO)cc(-c4ccncc4)cc3[nH]1)CO2 (configuration not stated)	0.0	-13
49	COc1ccc(NS(=O)(=O)c2cccc(S(=O)(=O)c3ccccc3)c2)cc1	0.2	6
50	CN1C(=O)C(CC(N)=O)N(NC(=O)c2ccc(Cl)cc2)C1=S (configuration not stated)	0.1	-6

#	MITF inh	GPR151 ag
41	14	0.0
42	2	-0.9
43	16	-0.1
44	3	-0.5
45	2	-0.4
46	7	-0.9
47	3	-0.7
48	14	0.5
49	-19	-1.2
50	-14	-0.5

Among those listed so far, these have a COOH group:
#	smiles	FBW7 act	TEAD-YAP block
5	O=C(O)c1ccc(NCc2cccnc2)c(N2C(=O)C3CC=CCC3C2=O)c1 (configuration not stated)	-0.3	-8
40	CCCC(C(=O)O)N1C(=O)/C(=C/C=C/c2ccco2)SC1=S (configuration not stated)	-1.6	0

#	MITF inh	GPR151 ag
5	6	1.6
40	64*	-2.8

Carrying on:
#	smiles	FBW7 act	TEAD-YAP block
51	COC(=O)CN1C(=O)CC(C)(C)S(=O)(=O)c2ccccc21	-0.1	2
52	Cc1cccc(-c2noc(CN(C)C(=O)Nc3ccccc3C)n2)c1	0.2	-3
53	CCOC(=O)C(=O)N1N=C(c2ccccc2)CC1(O)C(F)(F)F (configuration not stated)	0.6	-91
54	COc1ccc(CNC(=O)C(=O)NC2CCCCCC2)cc1	0.4	6
55	COc1ccc(NC(=O)NCCNc2nc3cc4c(cc3cc2C#N)OCO4)cc1	0.2	4
56	CCC1(C(=O)OC)NC(c2ccc(O)cc2)C2C(=O)N(C)C(=O)C21 (configuration not stated)	1.2	4
57	C[C@@H]1NC(=O)[C@@H]2C[C@H](NC(=O)OCc3ccccc3)CN2C1=O	0.0	7
58	O=C(Cc1cn(-c2ccc(Nc3ccncn3)nn2)c2ccccc12)NCCN1CCOCC1	0.1	-8
59	COc1ccc(C2=NN(C(=O)CSc3nnc(CNC(=O)c4cccs4)n3-c3cc(C)ccc3C)C(c3ccc(OC)cc3)C2)cc1 (configuration not stated)	-0.1	1
60	CC(C)(C)NC(=O)C(=O)NNC(=O)c1ccccc1	0.0	-17

#	MITF inh	GPR151 ag
51	-3	1.3
52	6	0.4
53	-7	-1.3
54	1	-1.7
55	10	-0.1
56	18	0.5
57	3	-0.1
58	-22	-1.0
59	-9	0.8
60	-14	-0.8

Continuation.
#	smiles	FBW7 act	TEAD-YAP block
61	CSc1nc2ccc(NC(=O)c3ccc(S(=O)(=O)N4CCOCC4)cc3)cc2s1	0.0	9
62	COc1ccc(S(=O)(=O)NCCC(=O)NC(C)C)cc1	0.0	2
63	Cc1nnc(N2C(=O)C(=O)/C(=C(/O)c3ccccc3)C2c2ccc(Br)cc2)s1 (configuration not stated)	0.3	-41
64	Cc1nc(NC(=O)CN2CCC(O)(c3ccc(F)cc3)CC2)sc1C	0.1	1
65	CCCCOc1ccc(/C=C/C(=O)NCC2CCCO2)cc1 (configuration not stated)	0.0	-8
66	NC(=O)c1ccc(-c2cccc3c2OC(CNC(=O)c2cccc(F)c2F)C3)cc1 (configuration not stated)	0.1	-11
67	COC(=O)c1cccc(NC(=O)CCCN2C(=O)c3ccccc3C2=O)c1	0.1	-14
68	Cc1cc(NC(=O)COc2ncnc3scc(-c4ccc(Cl)cc4)c23)no1	0.1	-14
69	CNC(=S)N1CCC(n2cnc3ccccc32)CC1	0.2	0
70	O=C1COc2cc(S(=O)(=O)N3CCC(C(=O)Nc4cccc(F)c4)CC3)ccc2N1	-0.2	1

#	MITF inh	GPR151 ag
61	8	2.3
62	16	-0.1
63	-2	1.1
64	-3	-1.3
65	-1	2.1
66	3	-0.1
67	14	-0.6
68	-8	0.4
69	9	1.0
70	1	-0.4

Next part; it opens with the 2 that closed the last part.
#	smiles	FBW7 act	TEAD-YAP block
69	CNC(=S)N1CCC(n2cnc3ccccc32)CC1	0.2	0
70	O=C1COc2cc(S(=O)(=O)N3CCC(C(=O)Nc4cccc(F)c4)CC3)ccc2N1	-0.2	1
71	Cc1ccc(CNC(=O)C(=O)Nc2cccc(C(F)(F)F)c2)cc1	0.0	-7
72	NC(C(=O)N1CCN(c2ccc3[nH]ncc3c2)CC1)c1cccc(Cl)c1 (configuration not stated)	-0.2	-1
73	N#CC(C#N)=Cc1ccc(NC(=O)c2ccccc2)cc1	0.1	-11
74	CC(=O)Nc1ccc(NC(=O)c2nn(C)cc2Br)cc1	0.2	-25
75	Clc1ccccc1-c1nc2c3c4c(sc3ncn2n1)CCCCC4	0.4	7
76	O=C(CSc1n[nH]c(-c2ccco2)n1)NCc1ccccc1	0.6	2
77	O=c1[nH]c2ncc(-c3ccc(-c4ccccc4)cc3)nc2n1CC1CCOCC1	0.0	11
78	O=C(N/N=C1\CC2CC=CC12)c1ccccc1Cl (configuration not stated)	0.0	-5
79	COc1ccccc1CCc1nnc(CCC(=O)N2CCCCC2CCO)o1 (configuration not stated)	0.1	-10
80	COc1ccc(CCC(=O)NCc2cnn(C)c2)cc1	0.1	3

#	MITF inh	GPR151 ag
69	9	1.0
70	1	-0.4
71	-3	0.0
72	18	0.7
73	3	-5.0
74	10	-2.9
75	2	-2.0
76	11	0.0
77	-12	-1.2
78	0	-0.6
79	10	-0.7
80	11	1.0

Other records follow.
#	smiles	FBW7 act	TEAD-YAP block
81	O=C1N(CC2CCCCO2)CCN1c1ccc2c(c1)CCC2 (configuration not stated)	0.1	-25
82	O=C1C(Nc2cccc(F)c2)=C(N2CCCCC2)C(=O)c2ccccc21	-0.6	-15
83	CN1CCN(C(=O)CN2N=C(C(C)(C)C)Cn3c(cc4sccc43)C2=O)CC1	0.2	7
84	COc1ccc(C2(O)CCN(C(=O)c3ccc4c(c3)OCO4)CC2)cc1	0.7	-3
85	CCc1ccc(Nc2nc(N3CCCC3)nc(N3CCCC3)n2)cc1	-0.5	-4
86	Nc1ccc(C(=O)c2ccc3c(c2)OCCO3)cc1N	0.1	-11
87	COc1cc(C2C(C#N)=C(N)Oc3n[nH]c(-c4cccs4)c32)ccc1O (configuration not stated)	-0.3	-17
88	CC(C)(C)NC(=O)NC(=O)CN1CCCCC1	0.1	-9
89	COc1ccccc1NC(=O)NC1(C(=O)NCc2cccs2)CCCCC1	0.1	8

#	MITF inh	GPR151 ag
81	13	-0.1
82	9	-1.7
83	-1	0.5
84	-10	-0.1
85	-4	4.9*
86	-3	0.0
87	0	0.7
88	-5	-1.5
89	-1	1.6

Screens from PubChem.
